Screening results deposited in PubChem by several laboratories.
Autophagy mod – modulators of autophagy; MEF GFP-LC3 puncta imaging; test concentration mostly 10 µM; calls only at 10 µM (by protocol); hit rate 0.98% among 190,000;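 active = percentage of spot-positive cells more than 3 SD above its plate mean, without a fluorescence outlier flag or 80% toxicity; inconclusive = no clear call, values can overlap the other calls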;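 note: spot-positive cell cutoff set from DMSO-treated cells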
Yfh1-off respiration – mitochondrial function rescue without frataxin homolog – Friedreich's ataxia, plus single-dose screen, dose response (AID 1465); S. cerevisiae Yfh1-off respiration, WST-1 reduction, 72 h; higher fold induction means a stronger effect; fold induction at 50 µM, or EC50 in µM where a hit was titrated; hit rate 0.074% among 220,000;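 active = fold induction of absorbance versus untreated yeast above a set limit, then at least 30% activation at any dose in follow-up; inconclusive = repeats straddling the limit, or above it without dose testing; inactive = fold induction below the set limit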;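 note: activators that raise dye reduction in frataxin-depleted yeast; strong numbers were not always called active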
CSM14.1 death rescue – protection against thapsigargin-triggered cell killing – 384-well, CSM14.1, ATP luminescence, primary screen (AID 1222); CSM14.1 thapsigargin-induced death rescue, ATP luminescence; higher % means a stronger effect; 190,000 tested, under 10 active; cellular ATP content (survival), % at 20 µM, or EC50 in µM where a hit was titrated;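 active = EC50 below 50 µM in the dose-response confirmation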;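 note: death triggered by thapsigargin at about 15 µM added after 2 h compound pretreatment; cell ATP read after overnight thapsigargin exposure of roughly 18 to 22 hours; normalized against plate controls of thapsigargin alone and 5% DMSO vehicle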
M1AAP inhibition – malaria alanyl aminopeptidase activity blockers – biochemical, fluorogenic H-Leu-NHMec substrate, 1536-well (AID 1445); recombinant M1AAP, H-Leu-NHMec fluorogenic kinetic assay; higher % means a stronger effect; inhibition, % at 30 µM; hits with a dose series show IC50 in µM; hit rate 0.42% among 220,000;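 active = primary inhibition above the hit cutoff, then over 50% inhibition at one or more dose response concentrations, cut at about 23% in these data, passing the limit was not always enough; inconclusive = conflicting primary data, or primary hits not chosen for dose response; inactive = low primary inhibition, or under 50% at every dose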;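 note: plate controls were DMSO full reaction for no effect and no enzyme background for full effect; strong numbers were not always called active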
M17LAP inhibition – P. falciparum M17LAP inhibitors, primary screen, biochemical, fluorogenic H-Leu-NHMec substrate, 1536-well (AID 1619). inhibition, % at 30 µM, or IC50 in µM where a hit was titrated. hit rate 0.38% among 220,000. recombinant M17LAP, H-Leu-NHMec fluorogenic kinetic assay; higher % means a stronger effect;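 active = compound inhibiting the enzyme by more than half at any dose during confirmatory dose-response retesting; inconclusive = strong single-dose inhibitors picked by rank but not retested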;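 note: plate controls were full reaction with DMSO carrier for no effect and no enzyme background for full effect; strong numbers were not always called active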
Hep lipid drop – hepatic lipid droplet formation modulation. inhibition, % at 6.5 µM. AID 1656. hit rate 0.4% among 240,000. AML12 mouse hepatocytes, oleate lipid droplets, BODIPY imaging;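 active = lipid droplet intensity inhibited by at least 50%, with more than 500 cells counted; inconclusive = wells with under 300 cells, treated as cytotoxic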
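Material – AML12 mouse liver cells · Also added – oleate loading, 100 µM · Compound dosing – 6.5 µM single-point dosing · Times – overnight treatment with compound plus oleate · Measured by – fluorescence imaging, 20x objective, two fields per well · Read-out – percent inhibition of filter-corrected integrated lipid droplet intensity per well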
MT stabilizer – microtubule stabilization, imaging screen; HeLa tubulin immunostaining HCS, 24 h; share of cells brighter than vehicle mean+2SD; % tubulin-high responders, % at 10 µM; hit rate 0.83% among 200,000; AID 2205;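 active = plate Z-score above 3 for both tubulin-high and condensed-nucleus cell shares, with cell loss under 80%, at 10 µM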;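 note: anti alpha tubulin signal scored within the nucleus-defined area of each cell; some results filed as inactive read as strong as hits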
Dynein transport – blocks dynein driven cargo transport along microtubules. 3617.4 mouse cells, GR-EGFP nuclear translocation imaging; test concentration mostly 20 µM; stimulated with dexamethasone, 1 µM; hits give low values. z-score, hits read low. hit rate 0.47% among 220,000;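 active = plate z-score of nuclear minus cytoplasmic receptor signal below a set negative limit, without overly bright fluorescence or cell loss, cut at about -3.5 in these data, passing the limit was not always enough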;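 note: z-score of nuclear minus cytoplasmic ring GR-EGFP intensity difference per well; some compounds called inactive have numbers as strong as hits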
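Buffer or medium – tet-free medium with charcoal-stripped serum · Signal – automated 10x imaging of fixed Hoechst-stained cells · Also added – dexamethasone agonist, 1.0 µM final, for 30 min · Incubation – induction 48 h, compound 1 h, agonist 30 min · Read-out – GR-EGFP nuclear translocation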
Insulin prom up – MIN6 insulin promoter up-regulation. z-score at 5 µM. AID 1625. MIN6 insulin promoter-GFP reporter, high-content imaging; hits give high values. hit rate 0.3% among 190,000;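 active = z-score above 3 at 5 µM with at least 500 cells counted in the well; inconclusive = wells under 500 cells, flagged as cytotoxic or low count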
Dynein transport cytoplasmic EGFP – further read-out of Dynein transport, marked with its call; z-score; measured here: cytoplasmic GR-EGFP intensity; hits give high values
Dynein transport nuclear GR-EGFP – recorded beside Dynein transport, whose call it bears; z-score; measured here: nuclear GR-EGFP intensity;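 lower value marks the stronger effect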
Dynein transport cell count – second read-out of Dynein transport, no call of its own (marks repeat the call); z-score; measured here: cell count per field
Insulin prom up cell count – recorded beside Insulin prom up, whose call it bears; cell count; measured here: cytotoxicity, nuclei count;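 total cells summed across four imaged fields per well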
Hep lipid drop cells 6.5 µM – recorded beside Hep lipid drop, whose call it bears; cell count; measured here: cell count, cytotoxicity flag;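 cells counted across two imaged fields per well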
MT stabilizer Hoechst-high % – further read-out of MT stabilizer, marked with its call; % Hoechst-high responders; measured here: nuclear condensation Hoechst responders;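 share of cells brighter than vehicle mean plus two SD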
MT stabilizer cytotoxicity % – recorded beside MT stabilizer, whose call it bears; toxicity, %; measured here: cytotoxicity by cell density;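 0% = mean cell density of plate MIN control wells and 100% = no cells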
Autophagy mod cell loss 18 h – recorded beside Autophagy mod, whose call it bears; toxicity, %; measured here: cell loss, nuclei count;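 cell loss after 18 h compound exposure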
* marks the source's active call; other numbers are inactive results; i = inactive; ? = inconclusive; . = no result given; + = active, no number.

SMILES	Autophagy mod	Autophagy mod cell loss 18 h	Yfh1-off respiration	CSM14.1 death rescue	M1AAP inhibition	M17LAP inhibition	Hep lipid drop	Hep lipid drop cells 6.5 µM	MT stabilizer	MT stabilizer Hoechst-high %	MT stabilizer cytotoxicity %	Dynein transport	Dynein transport cytoplasmic EGFP	Dynein transport nuclear GR-EGFP	Dynein transport cell count	Insulin prom up	Insulin prom up cell count
COc1cc(C(=O)N(Cc2ccccn2)CC2CCCO2)cc(OC)c1OC (centres undefined)	i	-4.8	i	-0.6%	-4.7%	-1.7%	-2.6	719	4.7	2.7	4.5	1.53	-0.238	0.477	-0.155	-0.24	835
CCOC(=O)c1oc2ccccc2c1CSc1nnc(-c2ccco2)o1	i	8.0	i	-1.2%	6.6%	-2.7%	.	.	1.5	1.2	7.4	-1.12	-0.323	0.0918	0.418	0.33	1052
CC(C)C(c1nnnn1C1CCCC1)N1CCN(C(=O)c2ccco2)CC1 (centres undefined)	i	-0.2	i	-0.9%	3.9%	-0.7%	1.5	688	2.1	2.4	0.1	-0.578	-0.00857	-0.0262	0.0577	-0.19	1263
O=C(COc1ccc(S(=O)(=O)NC2CCCCC2)cc1Cl)NCc1ccc2c(c1)OCO2	i	-2.3	i	-2.2%	-0.3%	-9.2%	-5.0	782	2.8	1.6	7.3	-0.428	0.19	0.213	0.217	-0.73	895
COc1ccc(C)cc1NC(=O)C1CCCN(S(=O)(=O)c2cccc3nonc23)C1 (centres undefined)	i	2.8	i	-2.6%	-3.5%	9.2%	0.6	760	3.2	1.1	8.0	1.29	-0.153	1.36	-1.18	0.17	1233
O=C(NCc1ccc2[nH]c3c(c2c1)CCCC3)c1ccc(S(=O)(=O)N2CCCCC2)cc1	i	28.5	i	-2.9%	-0.7%	-2.9%	28.9	739	2.6	2.6	4.0	-0.0633	-0.225	0.874	-0.16	0.1	1331
Cn1c(SCC(=O)N2CCOCC2)nnc1-c1ccccc1	i	-6.6	i	0.7%	15.9%	-3.8%	-8.1	690	3.1	2.2	1.8	-0.0109	0.369	0.122	0.678	0.09	1832
CC(C)C[C@H](NC(=O)Nc1ccc2c(c1)OCCO2)C(=O)O	.	.	i	.	1.8%	-2.2%	-3.5	730	.	.	.	2.56	1.17	1.34	-2.29	-0.16	1015
CCC(=O)Nc1ccc(C(=O)NNC(=O)Cc2ccccc2)cc1	i	-0.9	i	3.5%	-0.7%	1.3%	?	.	0.6	2.2	4.8	-0.334	-0.308	-0.532	0.608	0.65	1524
CCOC(=O)c1cnc(SC)nc1Oc1cccc(NC(=O)c2cccc(Cl)c2Cl)c1	i	-2.6	i	0.1%	-6.9%	7.0%	.	.	3.7	2.8	12.7	-0.286	0.00443	0.306	0.289	1.31	1265
CCCC(=O)N1CCN(c2ccc(NC(=O)c3sc4ccccc4c3Cl)cc2)CC1	i	-15.8	i	-0.7%	-4.5%	-0.5%	.	.	2.8	2.2	3.6	-0.143	-0.18	-0.237	-0.661	.	.
COc1ccccc1CN(C)CC(=O)Nc1ccccc1-c1ccccc1	i	12.9	i	0.7%	9.4%	4.7%	-27.4	716	3.4	1.1	8.6	0.949	-0.183	1.45	-2.68	-0.76	1194
COc1ccc(NS(=O)(=O)c2ccc(NC(=O)c3ccc(N(C)S(C)(=O)=O)cc3)cc2)c(OC)c1	i	1.9	i	-1.0%	0.4%	6.3%	3.2	623	2.9	1.3	2.2	-0.256	-0.224	0.492	-0.262	-0.62	1299
O=C(CNC(=O)c1ccc(F)cc1)N/N=C/c1ccc(O)c([N+](=O)[O-])c1	i	12.5	i	1.1%	19.0%	-8.7%	-8.3	676	7.0	0.9	10.6	-0.554	-0.188	-0.229	-0.0992	0.04	1341
CC1CC(C)CN(C(=O)CSC2=Nc3ccccc3C3=NC(Cc4c[nH]c5ccccc45)C(=O)N23)C1 (centres undefined)	i	0.2	i	0.7%	0.2%	-6.7%	11.9	788	1.6	1.3	6.2	0.226	-0.17	0.14	0.275	-1.17	918
Cc1ccc2c(C)nc(SC(C(=O)c3ccccc3)c3ccccc3)nc2c1 (centres undefined)	i	-5.1	i	1.3%	-4.5%	7.9%	-14.8	613	2.9	2.6	3.0	2.19	-0.154	0.897	-1.25	-0.76	1319
CC(=O)NC1C(=O)N(Cc2ccccc2)c2ccc(Br)cc21 (centres undefined)	.	.	i	.	2.4%	-14.7%	-3.0	723	.	.	.	-0.185	-0.814	0.0839	0.566	-0.46	1064
Nc1ncc(-n2cncn2)c(-c2ccc(Cl)cc2)n1	i	7.8	i	1.9%	1.9%	-2.8%	3.2	712	3.2	1.0	0.9	0.948	-0.292	0.685	-0.177	.	.
CC(C)C(=O)Nc1ccc2c(c1)C(=O)NC2=O	i	2.0	i	-0.9%	1.8%	-104.3%	-34.2	717	1.4	1.7	4.9	-0.168	-0.245	-0.336	0.965	0.17	1137
CC1CC(C)CN(C(=O)C2CCCN(S(=O)(=O)c3cccc4nonc34)C2)C1 (centres undefined)	i	-3.5	i	0.1%	5.8%	5.1%	5.1	781	1.4	1.1	7.6	-0.281	0.181	-0.162	0.674	0.01	1320
COc1cnc(-c2ccccc2)nc1Sc1ccccc1	i	19.9	i	.	5.0%	-3.6%	13.2	703	3.1	2.2	5.5	0.111	-0.343	-0.0277	0.995	-0.89	1299
CCC(C)(C)n1nnnc1C(c1ccccc1)N1CCc2ccccc2C1 (centres undefined)	i	4.2	i	-1.2%	4.9%	0.1%	-10.3	790	2.6	1.1	8.5	-0.76	-0.2	-0.512	0.636	-0.83	816
COc1cccc(NC(=O)NC2CCCc3ccccc32)c1 (centres undefined)	i	19.4	i	-0.2%	-2.0%	-2.9%	-1.4	714	5.9	2.5	1.6	-0.956	-0.321	-0.327	1.01	-0.65	1350
COc1ccc(CN(C)CC(=O)NC(=O)NCc2ccccc2)cc1OC	i	-5.4	i	-1.0%	0.3%	9.9%	-15.9	591	1.9	1.8	10.3	-0.124	-0.184	-0.0314	0.332	-0.61	1390
C=CCn1c(CC(C)(C)C)nc2ccccc21	i	-8.4	i	7.0%	3.2%	-3.8%	2.3	669	2.2	2.6	5.6	-0.542	-0.347	-0.358	0.000561	-0.31	1621
O=[N+]([O-])c1cccc(/C=C/c2nc(C=Nc3ccc4ccccc4c3)c(O)o2)c1	+	6.7*	.	0.6%	6.4%	5.1%	.	.	6.2	1.8	4.3	-0.788	1.66	0.423	0.89	.	.
Clc1cccc(-c2nc3nc4ccccc4nc3n2Cc2ccco2)c1	i	-3.2	i	-1.5%	8.5%	14.0%	-0.2	732	2.0	5.2	7.8	-4.09*	2.09*	-1.78*	0.0368*	-1.09	1210
CC(=O)N=c1sc2ccccc2n1C	i	-15.2	i	-1.4%	0.1%	5.2%	.	.	2.9	2.4	4.6	-0.697	-0.198	-0.192	0.836	0.21	1238
Cc1nc2nc(C)n(-c3ccccc3)c2s1	i	27.9	i	-0.6%	30.2%	-7.0%	.	.	2.6	1.5	13.0	-0.551	-0.214	-0.278	0.458	0	1519
COc1ccccc1NC(=O)CSCc1ccc([N+](=O)[O-])cc1	i	-13.9	i	0.5%	1.5%	-1.1%	1.4	691	2.3	2.0	12.1	-0.546	-0.259	-0.212	0.572	-0.79	1637
Cn1c(-c2ccc(Cl)cc2)cnc1NCc1cc2c(cc1[N+](=O)[O-])OCO2	i	-6.2	i	-1.7%	1.9%	11.8%	1.8	659	1.6	2.8	5.2	0.348	-0.226	0.486	-1.19	-0.72	944
NC(=O)C1CCN(c2cc(Cl)ccc2[N+](=O)[O-])CC1	.	.	i	.	6.0%	9.4%	46.0	706	.	.	.	0.933	-0.0565	1.16	-1.82	0.52	1027
Cc1ccccc1-n1nc(-c2cccnc2)cc1C(=O)N/N=C/c1ccncc1	i	34.4	i	0.1%	0.4%	0.6%	-7.7	672	5.1	2.2	8.8	0.392	-0.337	0.486	0.446	-2.24	1306
O=C(CC1C(=O)NCCN1CC1CCCCC1)NCCc1ccc(F)cc1 (centres undefined)	i	8.3	i	-0.9%	5.8%	14.2%	-24.9	609	2.8	2.5	4.9	0.363	-0.224	0.525	0.109	.	.
N#Cc1cc2c(nc1S(=O)(=O)Cc1ccccc1)CCCC2	i	11.2	i	0.1%	3.8%	0.1%	9.2	684	5.7	2.0	8.5	-1.57	-0.218	-0.374	1.87	0.4	1356
COc1ccc(/C(C)=N\n2cnnc2)cc1	i	1.7	i	-1.8%	4.1%	7.0%	13.7	751	2.0	1.3	2.9	-0.819	-0.204	-0.0689	0.488	-0.43	1261

2 entries drawn at random from the list so far, as already listed:
SMILES	Autophagy mod	Autophagy mod cell loss 18 h	Yfh1-off respiration	CSM14.1 death rescue	M1AAP inhibition	M17LAP inhibition	Hep lipid drop	Hep lipid drop cells 6.5 µM	MT stabilizer	MT stabilizer Hoechst-high %	MT stabilizer cytotoxicity %	Dynein transport	Dynein transport cytoplasmic EGFP	Dynein transport nuclear GR-EGFP	Dynein transport cell count	Insulin prom up	Insulin prom up cell count
Cc1nc2nc(C)n(-c3ccccc3)c2s1	i	27.9	i	-0.6%	30.2%	-7.0%	.	.	2.6	1.5	13.0	-0.551	-0.214	-0.278	0.458	0	1519
CC(=O)N=c1sc2ccccc2n1C	i	-15.2	i	-1.4%	0.1%	5.2%	.	.	2.9	2.4	4.6	-0.697	-0.198	-0.192	0.836	0.21	1238
